Source: PubChem BioAssay (several laboratories)
CTSL1 counter – Fasciola hepatica cathepsin L1 inhibitors, primary screen, counter-screen for PFM18AAP inhibitor project, biochemical, QFRET, fluorogenic peptide substrate. recombinant F. hepatica cathepsin L1, Z-Leu-Arg-MCA fluorescence. inhibition, % at 5.96 µM. actives 0.49% (n = 300,000). AID 1906, 2009;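 active means inhibition above the mean of all tested compounds plus 3 SD, set per screening campaign, cut at about 17% in these data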;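 further: 0% = plate median of test compound wells and 100% = 1 µM Z-Phe-Ala-diazomethylketone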
PREPL inhibitor – PREPL enzyme inhibitors, primary screen, biochemical, fluorescence polarization. Prolyl endopeptidase-like (Homo sapiens), Q4J6C6. recombinant PREPL, fluorescence polarization activity-based probe. inhibition, % at 5.96 µM. actives 0.68% (n = 320,000); in the data active means inhibition above about 43%;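 further: 0% = enzyme with DMSO and 100% = wells lacking enzyme; many of its hits are not listed in these tables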
Target sequence (Q4J6C6 whole entry, looked up): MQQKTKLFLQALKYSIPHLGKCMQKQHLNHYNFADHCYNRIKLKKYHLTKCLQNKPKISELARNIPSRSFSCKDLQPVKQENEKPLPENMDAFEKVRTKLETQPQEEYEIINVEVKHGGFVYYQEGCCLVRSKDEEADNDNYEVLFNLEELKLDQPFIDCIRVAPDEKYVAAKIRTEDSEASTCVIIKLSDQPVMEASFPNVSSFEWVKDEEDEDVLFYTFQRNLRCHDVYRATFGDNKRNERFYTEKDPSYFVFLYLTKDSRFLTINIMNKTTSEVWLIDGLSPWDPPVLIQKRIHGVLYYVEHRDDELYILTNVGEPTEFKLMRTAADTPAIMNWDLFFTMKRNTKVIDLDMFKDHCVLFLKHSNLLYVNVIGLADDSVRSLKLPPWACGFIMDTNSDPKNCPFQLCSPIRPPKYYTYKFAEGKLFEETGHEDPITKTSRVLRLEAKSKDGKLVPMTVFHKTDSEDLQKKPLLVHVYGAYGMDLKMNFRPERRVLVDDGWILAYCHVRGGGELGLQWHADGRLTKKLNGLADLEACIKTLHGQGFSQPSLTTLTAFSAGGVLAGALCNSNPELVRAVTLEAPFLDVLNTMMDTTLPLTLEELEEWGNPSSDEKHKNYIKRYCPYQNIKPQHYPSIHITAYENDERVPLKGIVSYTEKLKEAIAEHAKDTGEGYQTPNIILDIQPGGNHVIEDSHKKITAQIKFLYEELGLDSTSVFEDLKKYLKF
core dimer inh – inhibitors of HCV core protein dimerization, primary screen, biochemical, TR-FRET, high-throughput; TR-FRET GST/Flag-core106 dimerization, 1536-well; inhibition, % at 5 µM; actives 0.33% (n = 300,000);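 active means inhibition above the mean of all tested compounds plus 3 SD, set per screening campaign, cut at about 45% in these data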
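System: GST-tagged and Flag-tagged HCV core protein residues 1-106 / Input: core106 proteins, GST 13.5 nM and Flag 17 nM / Buffer or medium: KF-containing HEPES buffer, pH 7.45, DTT, CHAPS, BSA / Probe or stimulus: Eu-anti-GST and XL665-anti-Flag labelled anti-tag antibodies / Schedule: 4 h, 22.5 °C incubation / Technique: TR-FRET 671 and 617 nm emission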
PP1 counter – PP1-alpha phosphatase inhibitors, primary screen, counter-screen for PP5 inhibitor project, biochemical, fluorescence, OMFP substrate, single point | purified PP1alpha | inhibition, % at 6.7 µM | actives 0.9% (n = 320,000);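 active means inhibition above the mean inhibition of all tested compounds plus 3 SD, computed separately for each screening campaign, cut at about 15% in these data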
Target sequence (P62136 whole entry, looked up): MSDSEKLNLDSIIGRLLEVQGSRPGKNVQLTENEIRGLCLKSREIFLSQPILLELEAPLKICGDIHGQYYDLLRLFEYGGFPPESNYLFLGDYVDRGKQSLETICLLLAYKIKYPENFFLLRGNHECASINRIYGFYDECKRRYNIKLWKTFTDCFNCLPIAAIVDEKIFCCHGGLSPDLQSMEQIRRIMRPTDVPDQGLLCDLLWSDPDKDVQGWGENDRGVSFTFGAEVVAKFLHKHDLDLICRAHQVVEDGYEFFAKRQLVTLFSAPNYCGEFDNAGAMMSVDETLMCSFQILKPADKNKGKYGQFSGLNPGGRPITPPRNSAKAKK
ZTA counter – counter-screen for EBNA-1 inhibitors: inhibitors of Epstein-Barr virus ZTA; inhibition, % at 11 µM; AID 2234; P03206; ZTA-DNA binding, fluorescence polarization; actives 0.15% (n = 320,000); in the data active means inhibition above about 33%
TPT1 inh – Candida albicans TPT1 enzyme inhibitors, primary screen, biochemical, fluorescence polarization; tRNA 2'-phosphotransferase TPT1 (Candida albicans SC5314); recombinant caTPT1, FP RNA substrate dephosphorylation; inhibition, % at 5 µM; actives 0.81% (n = 300,000); AID 1962, 2009;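 active means inhibition above the mean of all tested compounds plus 3 SD, set per screening campaign, cut at about 24% in these data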;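 further: plate controls were DMSO alone for no effect and ferristatin control at 100 nM for full effect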
PP5 primary – PP5 phosphatase inhibitors, primary screen, biochemical, fluorescence; Serine/threonine-protein phosphatase 5 (Homo sapiens), P53041; purified PP5c, OMFP substrate fluorescence; inhibition, % at 6.7 µM; actives 0.18% (n = 320,000);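 active means inhibition above the campaign's mean inhibition across all tested compounds plus 3 SD, cut at about 9.5% in these data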;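 further: 0% = DMSO only and 100% = 100 µM cantharidin control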
Efflux pump inh – inhibitors of Candida efflux pumps in yeast, primary screen, S. cerevisiae, Nile Red, multiplex. S. cerevisiae Candida pump triplex. inhibition, % at 10 µM. actives 0.44% (n = 330,000);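 active means plate passing quality check with inhibition over a set limit, or well fluorescence over plate mean plus 4 SD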;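 further: Nile Red retained in pooled yeast measured as flow cytometry median fluorescence; 0% = buffer negative control and 100% = Enniatin B positive control; higher means more Nile Red kept so more efflux inhibition; some compounds called inactive have numbers as strong as hits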
EBNA-1 inh – EBNA-1 DNA-binding inhibitors, primary screen, biochemical, fluorescence polarization. inhibition, % at 14.8 µM. actives 0.34% (n = 300,000); in the data active means inhibition above about 28%
An asterisk follows results filed as active; nt = not tested or not shown. Not all compounds are listed, so the mix of outcomes need not match the whole.

SMILES	CTSL1 counter	PREPL inhibitor	core dimer inh	PP1 counter	ZTA counter	TPT1 inh	PP5 primary	Efflux pump inh	EBNA-1 inh
Cc1ccc(S(=O)(=O)Cn2nnnc2C(C(C)C)N2CCC(C(N)=O)CC2)cc1 (centres undefined)	0.5	5.5	2.8	-3.9	14.1	3.1	0.3	-0.4	-1.0
CC(C)c1ccc(NC(=O)[C@H](NC(=O)[C@@H]2Cc3ccccc3CN2)c2ccccc2)cc1	0.0	0.5	1.4	12.8	0.2	-2.7	3.7	-0.1	-4.7
Cc1cc(O)ccc1N/C=C/c1onc(C)c1[N+](=O)[O-]	4.1	20.9	-29.7	-0.5	-0.6	4.5	2.9	-0.1	17.2
Cc1ccc(S(=O)(=O)/N=C(\c2ccc(Cl)cc2)N2CCOCC2)cc1	-1.0	17.4	0.7	2.2	4.4	-1.9	-1.7	-0.2	2.0
COCCCN(CCCN)Cc1ccco1	-7.5	12.8	-6.4	-7.3	-2.2	0.6	0.8	1.3	-7.3
O=c1c(C(c2ccccc2)c2c(O)nc3n(c2=O)CCCS3)c(O)nc2n1CCCS2	2.4	3.5	4.7	-4.4	11.3	0.2	-1.4	-0.1	-1.7
C/C(=N\NC(=O)COc1ccc(C(C)(C)C)cc1)c1cc2ccccc2o1	3.8	4.3	1.8	3.0	9.0	-2.5	4.4	0.1	8.1
C=CCN(CC=C)CCOc1cc(C)ccc1[N+](=O)[O-]	5.0	16.7	0.3	-0.1	-5.8	-1.3	3.2	0.0	4.7
CCOCCCNC(=O)C(NC(=O)CNC(=O)c1ccccc1)c1ccc(OC)cc1 (centres undefined)	-0.2	5.4	7.7	-1.3	-0.1	-2.6	1.4	0.1	-7.8
CSCC[C@H](NC(=O)Nc1ccc(S(N)(=O)=O)cc1)C(=O)O	-0.1	-10.8	-0.6	0.7	-5.0	-1.4	2.6	0.6	-6.5
COc1ccc(/C(O)=C2\C(=O)C(=O)N(CCN(C)C)C2c2cccc(OC)c2OC)cc1Cl (centres undefined)	-2.8	0.4	1.3	-1.3	-4.7	-1.9	3.5	0.0	-9.8
CCn1c(SCC(=O)NCCc2ccccc2)nnc1-c1ccco1	0.1	5.9	-0.7	-6.0	-7.8	0.7	1.8	0.2	-8.8
COc1ccc(-c2cn3ccccc3n2)cc1	-2.0	7.2	-4.4	-2.0	-10.1	-2.5	-0.4	0.0	-5.5
CC(Sc1nc(=O)cc(N)n1CCc1ccccc1)C(=O)NCc1ccccc1 (centres undefined)	-2.8	-1.4	-4.3	4.0	-10.1	1.9	1.8	-0.1	1.5
CCn1c(CNc2ccc(Cl)cc2)nnc1SCCN1CCCCC1	-2.5	10.5	-4.9	-3.3	1.5	-3.5	-0.2	-0.1	0.4
O=C(N/C(=C\c1cccnc1)c1nc2ccccc2[nH]1)c1cccc(Br)c1	1.1	-4.3	-1.0	-3.9	23.6	1.2	-1.8	0.1	6.9
Cc1cccc(NC(=O)CSc2nc(C)c(Cc3ccccc3)c(=O)[nH]2)c1C	0.3	13.1	3.6	-3.1	-9.6	-6.6	5.0	2.1*	-0.8
CC(NC(=O)C(NC(=O)C1CCCN1C(=O)OC(C)(C)C)C(C)C)C(N)=O (centres undefined)	-0.5	4.4	-5.8	-0.2	13.2	-0.2	-0.5	0.0	7.1
O=c1ccn(Cc2ccccc2)c2ccccc12	1.3	-1.8	4.2	0.0	-12.5	-1.3	-0.7	0.0	3.0
C/C(=N\OCC(=O)Nn1c(C)nc2ccccc2c1=O)c1ccccc1	-2.6	0.9	-2.8	-3.6	-15.8	-1.6	3.4	-0.3	-0.6
CC1CCN(c2ccc(NC(=S)NC(=O)c3ccco3)cc2)CC1	-3.0	11.8	8.1	1.5	-1.9	2.3	5.7	0.2	-13.4
CCCS(=O)(=O)N1CCCC(C(=O)NCCN2CCOCC2)C1 (centres undefined)	-3.0	-5.9	-1.7	-1.4	3.1	2.2	-2.8	0.0	-7.6
Cc1ccc(C(=O)OCC(=O)N2C(C)CCCC2C)cc1S(=O)(=O)N1CCOCC1 (centres undefined)	-17.7	-5.7	-3.7	-6.7	-5.6	0.9	3.4	0.0	-8.0
Cc1ccc(OCC(=O)N/N=C/C=C/c2ccco2)cc1C	6.1	16.6	15.0	7.1	-23.9	1.9	0.7	-0.3	-6.1
COc1ccc(CCN2CC(C(=O)O)CC2=O)cc1OC (centres undefined)	-3.2	-5.2	-6.8	2.3	-24.1	-3.8	2.8	-0.1	4.4
COc1ccc(Nc2nc(OC)nc(OC)n2)cc1	-3.1	2.6	-9.7	2.3	-30.9	-2.5	4.5	-0.1	4.1
O=C(Nc1ccccc1)/C(=C\c1ccco1)NC(=O)c1ccco1	1.6	-6.1	-9.9	-0.8	-11.1	11.5	1.5	0.1	1.8
CCCCNC(=O)C1(O)c2cc(Br)ccc2NC(=O)N1c1cccc(OC)c1 (centres undefined)	-3.2	0.4	5.1	-3.7	-3.6	-3.0	-0.7	0.2	-7.6
COc1ccc(S(=O)(=O)N2CCN(CCOc3ccccc3Cl)CC2)cc1OC	nt	9.4	nt	-4.7	-2.7	nt	2.3	0.1	nt
CC1CCN(c2nc(N3CCCCC3)nc(N3CCCCC3)n2)CC1	1.6	-2.8	0.9	0.2	0.4	-1.7	1.1	-0.1	-1.5

Shown with values under each structure: entries from further up
Each structure is followed by: CTSL1 counter	PREPL inhibitor	core dimer inh	PP1 counter	ZTA counter	TPT1 inh	PP5 primary	Efflux pump inh	EBNA-1 inh
> CCCS(=O)(=O)N1CCCC(C(=O)NCCN2CCOCC2)C1 (centres undefined)
 : -3.0	-5.9	-1.7	-1.4	3.1	2.2	-2.8	0.0	-7.6
> Cc1ccc(C(=O)OCC(=O)N2C(C)CCCC2C)cc1S(=O)(=O)N1CCOCC1 (centres undefined)
 : -17.7	-5.7	-3.7	-6.7	-5.6	0.9	3.4	0.0	-8.0
> Cc1ccc(OCC(=O)N/N=C/C=C/c2ccco2)cc1C
 : 6.1	16.6	15.0	7.1	-23.9	1.9	0.7	-0.3	-6.1
> COc1ccc(CCN2CC(C(=O)O)CC2=O)cc1OC (centres undefined)
 : -3.2	-5.2	-6.8	2.3	-24.1	-3.8	2.8	-0.1	4.4
> COc1ccc(Nc2nc(OC)nc(OC)n2)cc1
 : -3.1	2.6	-9.7	2.3	-30.9	-2.5	4.5	-0.1	4.1
> O=C(Nc1ccccc1)/C(=C\c1ccco1)NC(=O)c1ccco1
 : 1.6	-6.1	-9.9	-0.8	-11.1	11.5	1.5	0.1	1.8
> CCCCNC(=O)C1(O)c2cc(Br)ccc2NC(=O)N1c1cccc(OC)c1 (centres undefined)
 : -3.2	0.4	5.1	-3.7	-3.6	-3.0	-0.7	0.2	-7.6
> COc1ccc(S(=O)(=O)N2CCN(CCOc3ccccc3Cl)CC2)cc1OC
 : nt	9.4	nt	-4.7	-2.7	nt	2.3	0.1	nt
> CC1CCN(c2nc(N3CCCCC3)nc(N3CCCCC3)n2)CC1
 : 1.6	-2.8	0.9	0.2	0.4	-1.7	1.1	-0.1	-1.5

Later entries
SMILES	CTSL1 counter	PREPL inhibitor	core dimer inh	PP1 counter	ZTA counter	TPT1 inh	PP5 primary	Efflux pump inh	EBNA-1 inh
Cc1ccc(S(=O)(=O)N2[C@@H](c3ccccc3F)C(C(=O)O)=CC[C@H]2c2cccc(C)c2)cc1	0.6	-9.7	13.0	-1.8	-8.4	-3.9	1.6	0.1	7.6
N#Cc1ccc(/C=N/NC(=O)c2cc(-c3cccs3)nc3ccccc23)cc1	1.7	-9.4	8.2	1.5	0.7	1.2	3.1	0.2	1.2
CCc1nnc(NC(=O)CSc2nc3ccccc3o2)s1	-1.1	7.5	-8.3	-1.2	4.0	1.2	-0.8	0.1	-1.2
Oc1ccc(/C=N/Nc2nccnc2Cl)c(O)c1	0.6	12.1	-3.0	1.3	7.1	-2.9	3.2	0.4	0.7
O=C(NCc1ccco1)/C(=C\c1ccco1)NC(=O)c1ccccc1Cl	2.3	-0.2	5.3	-4.8	-1.7	1.1	-1.9	0.1	-8.0
COc1ccccc1CNC(=O)C1(c2ccc(Cl)cc2)CC1	1.6	2.3	3.9	1.1	9.6	0.3	1.6	0.0	3.5
CCN(CC)CCN=C1CCCc2ccccc2N1	5.8	23.0	-1.0	-10.4	-15.5	-3.0	-7.9	-0.2	-17.5
CCn1c(=O)c2c3c(sc2n2c(SCc4ccc(F)cc4)nnc12)CCCC3	5.8	0.6	1.4	-3.4	3.4	-0.9	0.5	-0.1	-5.0
COc1ccc(C(=O)N2CCCCC2)cc1S(=O)(=O)Nc1cccc(C(=O)O)c1	3.1	1.8	1.6	0.2	-1.2	-0.5	-0.8	0.0	-3.0
CCN(CC)S(=O)(=O)c1ccc(N2CCCC2)c(NC(=O)C2=COCCO2)c1	8.3	4.5	-11.9	3.3	-16.1	4.8	-0.3	-0.2	-5.6
CCCC(C)C(=O)OCC(=O)Nc1ccc(Br)cc1 (centres undefined)	-1.7	7.9	-5.3	2.4	22.4	5.0	-0.5	0.2	-7.4
CS(=O)(=O)N(CC(=O)N1CCCCC1)Cc1ccc(Cl)cc1	3.5	1.4	-3.9	2.9	-14.3	0.8	-1.7	0.4	3.8
CC(C)CNC(=O)CN1C(=O)NC2(CCCc3ccccc32)C1=O (centres undefined)	0.8	-2.3	6.5	0.0	13.2	-2.3	1.6	-0.1	5.1
Cc1c(C(=O)N2CCC(C)CC2)sc2ncnc(N(C)c3ccccc3)c12	0.6	15.0	23.0	-4.1	-10.1	1.9	1.5	-0.1	-2.0
CCn1cnc2c1c(=O)n(CC(=O)OC)c(=O)n2Cc1ccccc1	-1.8	-1.1	4.2	-0.4	-14.6	-1.0	1.9	-0.1	-8.5
CN(/N=C/c1cccnc1)c1cnc2ccccc2n1	-1.4	-10.2	-1.7	-0.7	-14.0	-3.6	0.9	0.1	-1.9
CNC(=O)/C(C#N)=C/c1ccc(-c2ccccc2[N+](=O)[O-])o1	5.6	8.7	-2.5	-2.2	6.1	0.6	-0.4	-0.1	9.5
Cc1ccc(CN2CCSc3ccc(C(=O)NCCCN4CCN(C)CC4)cc32)cc1	-0.4	40.0	-4.7	-2.1	9.7	-3.2	1.8	0.1	-2.6
COc1ccc(NC(=O)C2CCCN2C(=O)NC2CCCCC2)c(OC)c1 (centres undefined)	-3.9	0.1	3.4	-4.5	18.0	2.5	-1.0	-0.1	6.6
CCN1CCN(S(=O)(=O)c2ccc(Cl)c(C(=O)Nc3nnc(CC(C)C)s3)c2)CC1	2.6	-6.0	-4.0	-0.8	-11.8	-1.1	0.5	0.0	1.8
CC(=O)Nc1ccc(OCC(=O)NCCc2ccc(Cl)cc2)cc1	-0.5	-6.6	-2.8	0.8	-9.1	-2.2	1.0	-0.2	3.1
CCCNc1c(NC(=O)c2ccc3c(c2)OCO3)c(=O)oc2ccccc12	1.9	0.8	0.9	-4.3	5.4	2.1	1.0	-0.1	4.6
Cc1c(C(=O)N(Cc2ccccc2)C2CCS(=O)(=O)C2)oc2ccccc12 (centres undefined)	2.6	14.9	12.3	-4.0	2.8	1.9	1.2	0.1	-4.4
O=C(Nc1nc(-c2ccc(Cl)s2)cs1)c1cccs1	1.8	10.4	-17.9	3.3	6.8	15.5	0.9	0.0	5.2
